CSM14.1 death rescue: rescue of cells from ER stress-induced death, primary screen, 384-well, CSM14.1, thapsigargin, ATP luminescence (AID 1222) | CSM14.1 thapsigargin-induced death rescue, ATP luminescence; higher % means a stronger effect | one-dose cellular ATP content (survival), % at 20 µM; EC50 in µM for titrated hits | 190,000 tested, under 10 active;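 active means EC50 below 50 µM in the dose-response confirmation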;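 further: death triggered by thapsigargin at about 15 µM added after 2 h compound pretreatment; cell ATP read after overnight thapsigargin exposure of roughly 18 to 22 hours; normalized against plate controls of thapsigargin alone and 5% DMSO vehicle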
PMI inhibitors: inhibitors of human PMI, primary screen, biochemical, fluorescence intensity, coupled assay (AID 1209); inhibition, % at 20 µM; hits with a dose series show IC50 in µM; actives 0.42% (n = 190,000); purified PMI enzyme, coupled fluorescence intensity; higher % means a stronger effect; Mannose-6-phosphate isomerase (Homo sapiens);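 further: plate controls were DMSO vehicle for no effect and wells lacking substrate for full effect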
Myeloid diff MLP: induction of myeloid progenitor differentiation, primary screen, cell-based, flow cytometry, MLPCN library; actives 1% (n = 360,000); calls only at 10 µM; AID 624256, 2012; ER-HoxA9 myeloid progenitors, lysozyme-GFP differentiation;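 active means normalized GFP-positive differentiation at or above the plate's own cutoff, the solvent-only control mean plus 3 SD; inconclusive means no clear call, values can overlap the other calls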;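 further: cells exposed to compound for four days before flow analysis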
PMI inhibition: human PMI inhibitors, high substrate, primary screen, biochemical, fluorescence intensity, high mannose 6-phosphate (AID 1220) | Mannose-6-phosphate isomerase (Homo sapiens) | recombinant PMI enzyme, coupled fluorescence intensity; higher % means a stronger effect | one-dose inhibition, % at 20 µM; IC50 in µM for titrated hits | actives 0.66% (n = 190,000)
LYP phosphatase: inhibitors of LYP phosphatase, biochemical, fluorescence intensity, uHTS (AID 1779); recombinant LYP phosphatase, fluorescence intensity; higher % means a stronger effect; inhibition, % at 11.5 µM, or IC50 in µM where a hit was titrated; actives 0.054% (n = 290,000); Tyrosine-protein phosphatase non-receptor type 22 (Homo sapiens);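 further: plate controls were vehicle with enzyme for no effect and no enzyme for full effect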
TNAP activators: human TNAP enzyme activators, primary screen, biochemical, luminescent, no phosphate acceptor, uHTS (AID 1001) | purified TNAP, luminescent activation assay, no phosphate acceptor; higher activation fold means a stronger effect | activation fold at 20 µM; hits with a dose series show EC50 in µM | actives 0.03% (n = 200,000); in the data active means activation fold from about 3, or a potency from the dose series; inactive means the rest, 99 in 100 with activation fold below about 1.6; further: many of its hits are not listed in these tables
M17LAP inhibition: P. falciparum M17LAP inhibitors, primary screen, biochemical, fluorogenic H-Leu-NHMec substrate, 1536-well (AID 1619); actives 0.38% (n = 220,000); Leucine aminopeptidase (Plasmodium falciparum (isolate 3D7)); recombinant M17LAP, H-Leu-NHMec fluorogenic kinetic assay; higher % means a stronger effect; inhibition, % at 30 µM; hits with a dose series show IC50 in µM;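 active means compound inhibiting the enzyme by more than half at any dose during confirmatory dose-response retesting; inconclusive means strong single-dose inhibitors picked by rank but not retested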;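 further: plate controls were full reaction with DMSO carrier for no effect and no enzyme background for full effect; strong numbers were not always called active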
XIAP antagonists: XIAP antagonists, biochemical, IAP family, fluorescence polarization (AID 1018); E3 ubiquitin-protein ligase XIAP (Homo sapiens); XIAP BIR domain, fluorescence polarization peptide displacement; higher % means a stronger effect; displacement, % at 20 µM; hits with a dose series show IC50 in µM; actives 0.007% (n = 200,000); in the data active means displacement above about 50%; further: a part of the inactive calls stands beside numbers as strong as those of hits
M1AAP inhibition: P. falciparum M1AAP inhibitors, biochemical, fluorogenic H-Leu-NHMec substrate, 1536-well (AID 1445). Aminopeptidase N (Plasmodium falciparum (isolate 3D7)). recombinant M1AAP, H-Leu-NHMec fluorogenic kinetic assay; higher % means a stronger effect. inhibition, % at 30 µM; hits with a dose series show IC50 in µM. actives 0.42% (n = 220,000);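 active means primary inhibition above the hit cutoff, then over 50% inhibition at one or more dose response concentrations, cut at about 23% in these data, passing the limit was not always enough; inconclusive means conflicting primary data, or primary hits not chosen for dose response; inactive means low primary inhibition, or under 50% at every dose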;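 further: plate controls were DMSO full reaction for no effect and no enzyme background for full effect; strong numbers were not always called active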
Myeloid diff MLP GFP+ MAC1+ %: further read-out of Myeloid diff MLP, marked with its call; GFP+ MAC1+ double positive, %; measured here: differentiation confirmed by MAC1 staining
* marks the source's active call; other numbers are inactive results; i = inactive; ? = inconclusive; . = no result given; + = active, no number. Unless noted, no stated cut-off is given here; in the data, active means inhibition above about 50%; inactive means the rest. Not a hit list, and some 2.7% of all compounds hit somewhere here.

SMILES	CSM14.1 death rescue	PMI inhibitors	Myeloid diff MLP	Myeloid diff MLP GFP+ MAC1+ %	PMI inhibition	LYP phosphatase	TNAP activators	M17LAP inhibition	XIAP antagonists	M1AAP inhibition
c1ccc(-c2cn3c(n2)CCc2ccc4cccnc4c2-3)cc1	-2.2%	-4%	i	5.6	24%	42%	1	6%	-4.9%	0%
Nn1c(SCc2nc3ccccn3c2Br)nnc1-c1cccnc1	0.0%	-9%	i	0.6	-8%	-8%	1.1	0%	-4.8%	8%
O=C1Nc2ccccc2/C1=N/N=C/c1cccc(O)c1	.	.	i	0.3	.	-5%	.	12%	.	17%
N=C1C(c2nc3ccccc3s2)=C(O)CN1NC(=O)c1c[nH]c2ccccc12	-0.9%	0%	i	0.1	2%	-1%	1.1	0%	-2.2%	7%
COc1ccc(O)c(/C=N/n2c(-c3ccco3)csc2=Nc2cccnc2)c1	0.7%	12%	i	0.8	8%	3%	1.1	-6%	-4.3%	-2%
CN(C)CCSc1nnc(-c2ccccc2)o1	-1.2%	0%	i	1.2	-3%	4%	1.1	6%	-4.7%	13%
CCOc1ccc(NC(=O)C2CC(=O)OC2c2ccccc2)cc1 (stereo not drawn)	0.3%	5%	i	0.2	5%	-10%	1.1	-2%	3.8%	2%
O=C(c1c[nH]c2ccccc12)N1CCOCC1	.	-7%	i	0.5	-10%	-5%	1.1	3%	-6.3%	13%
Cc1ccc(Nc2nc(COC(=O)COc3ccc(C=O)cc3)cs2)cc1	-0.6%	11%	i	1.6	14%	-4%	1.1	7%	-3.0%	14%
CCCCNC(=O)Nc1nnc(-c2ccc(Cl)cc2)o1	-0.6%	-13%	i	0.8	-11%	-6%	1.1	-8%	-4.3%	-3%
Cc1ccnc(NC(=O)CCC(=O)N(CC(=O)NC2CCCCC2)Cc2ccccc2)c1	-1.0%	.	i	1.0	.	-8%	1.1	-6%	-2.7%	14%
Cc1ccc(OCc2ccc(C(=O)N3CCOCC3)cc2)cc1C	-1.1%	-1%	i	7.7	-6%	-4%	1.1	-9%	-5.4%	12%
COc1ccc(C(C)(C)C)cc1NC(=O)c1cncc(Br)c1	-1.7%	0%	i	0.5	2%	-8%	1	-4%	-4.0%	4%
N#CCC1c2ccccc2CCN1C(=O)Nc1ccc(C(F)(F)F)cc1 (stereo not drawn)	-1.8%	18%	i	4.8	18%	4%	1	-5%	-7.4%	-3%
c1ccc(-c2cn(-c3ccccc3)c3[n+]2CCCS3)cc1	.	.	i	1.4	.	-7%	.	1%	.	2%
Brc1ccc(-c2nnc(-c3ccc4c(c3)OCO4)o2)o1	-4.6%	10%	i	1.1	8%	-10%	1.1	5%	-1.8%	2%
Cc1cccc(CCNC(=O)c2nnc(Cc3ccc(Cl)cc3)o2)c1	4.0%	-6%	i	2.5	-3%	-6%	1.1	11%	-0.1%	3%
COc1ccc(NC(=O)c2cccc(NC(=O)C3C4CC5OC(=O)C3C5C4)c2)c(OC)c1 (stereo not drawn)	-2.6%	1%	i	0.7	0%	-7%	1.2	23%	-6.1%	17%
C/C(CC(=O)NC1CCCCCC1)=N\NC(=O)c1cnccn1	0.5%	1%	i	0.1	8%	-6%	1.2	4%	-0.6%	13%
O=C(COC(=O)CCCOc1ccc(Cl)cc1Cl)NCc1ccc(F)cc1	-1.1%	13%	i	0.4	6%	-2%	1.3	-6%	-6.1%	-1%
Cc1cc(C)c(S(=O)(=O)N2CCN=C2c2ccccc2)cc1C	-0.9%	5%	i	2.8	2%	-13%	1.1	-13%	-4.1%	3%
CCN(CC)C(=O)c1cc(C(C)(C)C)c(O)c(C(C)(C)C)c1	0.9%	-2%	i	0.6	-1%	-7%	1	-6%	-4.1%	-1%
O=C(COC(=O)c1ccc(NS(=O)(=O)c2ccc3c(c2)OCCO3)cc1)NCC1CCCO1 (stereo not drawn)	-1.2%	2%	i	0.7	4%	-3%	1.1	5%	-6.4%	3%
Cc1ccc(/C=C\c2nccc3c2[nH]c2ccccc23)cc1	-2.4%	25%	+	8.1*	22%	0%	1.1	6%	-0.5%	7%
FC(F)(F)c1cc(C(F)(F)F)c2ccc(N3CCN(c4ccccc4)CC3)nc2n1	-1.9%	-10%	i	0.2	-8%	-6%	1	7%	-3.7%	2%
O=C1CCC(=O)N1CN(Cc1ccco1)CN1C(=O)CCC1=O	0.2%	8%	i	0.6	14%	-5%	1	11%	0.3%	-1%
Cc1ccc(NC(=S)N(Cc2ccc(Br)cc2)Cc2ccc(C(=O)O)cc2)cc1C	-13%	11%	i	0.5	8%	5%	1.1	15%	-3.5%	-2%
COC(=O)c1ccccc1NC(=S)N(Cc1ccc2c(c1)OCO2)Cc1cc2cc(C)ccc2[nH]c1=O	0.9%	5%	i	0.9	3%	1%	1.3	7%	0.7%	3%
CC(=O)C1=C(C)NC(=O)CC1c1ccc(F)cc1 (stereo not drawn)	-0.7%	-9%	i	0.1	-8%	-6%	1.1	0%	-5.5%	-1%
CCCN(CC(=O)Nc1c(C)cccc1CC)C(=O)SCC	-0.3%	0%	i	1.4	-8%	-13%	1.1	11%	-4.6%	3%
CCOC(=O)N1CCC2(CC1)CC(=O)c1c(ccc3oc(C(=O)O)c(C)c13)O2	-1.9%	3%	i	0.6	2%	-3%	1.2	-182%	-2.7%	8%
COC(=O)CSc1nc(C)cc(C)n1	.	-11%	i	0.3	-10%	-8%	1.1	3%	-4.0%	1%
COc1cc(/C=C/C(=O)NCc2nc3ccccc3[nH]2)cc(OC)c1OC	.	.	i	0.8	.	-1%	.	7%	.	4%
O=S(=O)(c1ccc(OCC(O)CN2CCN(c3ccc(F)cc3)CC2)cc1)N1CCOCC1 (stereo not drawn)	-0.8%	-2%	i	6.2	1%	-10%	1.1	-2%	1.4%	4%
O=C(CSc1nnc(-c2ccc(Br)o2)n1Cc1ccccc1)c1ccccc1F	.	3%	i	0.6	-16%	4%	1.1	23%	-15%	18%
CCOP(=O)(O)c1ccccc1OCCOc1ccccc1P(=O)(O)OCC	-1.2%	-8%	i	11	-8%	-8%	1.2	7%	-2.2%	4%
CCOc1ccc(NC(=O)c2ccccc2NS(C)(=O)=O)cc1	-0.2%	2%	i	5.6	-2%	-8%	1.1	4%	-4.2%	18%
Cc1cc(-c2ccccc2)c2c(=O)[nH][nH]c2n1	1.3%	9%	i	0.7	6%	0%	1.1	1%	-3.7%	33%
CCC(CC)c1nn2c(N)c(/C=C3\C=Nc4ccccc43)c(=O)nc2s1	.	.	i	0.5	.	2%	.	-1%	.	-1%
C=CCn1c(SCc2cc(=O)n3ccsc3n2)nnc1C1CCCCC1	-1.9%	11%	i	0.7	8%	0%	1	6%	-2.6%	6%
COc1ccc(CN2CCN(CC=C(C)C)C(CCO)C2)cc1Cn1cncn1 (stereo not drawn)	-1.4%	10%	i	0.2	14%	-7%	1.1	-5%	-1.1%	-2%
O=C(COc1ccccc1Cl)N1CCN(c2ncccn2)CC1	-0.4%	-6%	i	0.7	-6%	-5%	1	6%	-5.9%	15%
CC(C)N1C(=O)CC2(CC[N+](C)(CCOC(=O)C(c3ccccc3)c3ccccc3)CC2)C1=O (stereo not drawn)	-0.3%	-3%	i	2.3	-38%	-6%	1.1	2%	-3.8%	12%
Cc1ccc(SCC(=O)N(Cc2nc(-c3ccccc3)no2)C(C)C)cc1	-3.1%	22%	i	1.1	17%	-1%	1.1	-2%	-4.9%	1%
N#CC1=C(N)Oc2c(ccc3cccnc23)C1c1cccnc1 (stereo not drawn)	-1.8%	-2%	?	.	17%	-8%	1	-11%	-4.4%	-4%
O=C(O)c1cc(S(=O)(=O)Nc2ccccc2C(=O)O)ccc1O	-2.8%	0%	i	0.6	-2%	-5%	1	2%	0.1%	23%
CCOC(=O)c1c(C)[nH]c(C(=O)COC(=O)c2ccccn2)c1C	1.5%	3%	i	2.4	3%	-6%	1.1	-4%	-4.0%	10%
Cc1cc(C)cc(OCC(=O)O/N=C(\N)Cc2ccc([N+](=O)[O-])cc2)c1	.	.	i	0.1	.	-4%	.	6%	.	-1%
CC(C)c1ccccc1NC(=S)NCc1ccccc1F	0.0%	6%	i	0.1	2%	-6%	0.8	-10%	-5.4%	4%
CCc1cccc2c(C(=O)Cn3nnc(-c4ccc(OC)c(OC)c4)n3)c[nH]c12	-1.0%	14%	i	0.6	10%	-7%	1.1	4%	-12%	-2%

A second format for two compounds above.
smiles: Cc1cc(C)cc(OCC(=O)O/N=C(\N)Cc2ccc([N+](=O)[O-])cc2)c1
  CSM14.1 death rescue: . | PMI inhibitors: . | Myeloid diff MLP: i | Myeloid diff MLP GFP+ MAC1+ %: 0.1 | PMI inhibition: . | LYP phosphatase: -4% | TNAP activators: . | M17LAP inhibition: 6% | XIAP antagonists: . | M1AAP inhibition: -1%
smiles: CC(C)c1ccccc1NC(=S)NCc1ccccc1F
  CSM14.1 death rescue: 0.0% | PMI inhibitors: 6% | Myeloid diff MLP: i | Myeloid diff MLP GFP+ MAC1+ %: 0.1 | PMI inhibition: 2% | LYP phosphatase: -6% | TNAP activators: 0.8 | M17LAP inhibition: -10% | XIAP antagonists: -5.4% | M1AAP inhibition: 4%

Next section.
SMILES	CSM14.1 death rescue	PMI inhibitors	Myeloid diff MLP	Myeloid diff MLP GFP+ MAC1+ %	PMI inhibition	LYP phosphatase	TNAP activators	M17LAP inhibition	XIAP antagonists	M1AAP inhibition
O=C(O)CCc1c(C(=O)O)[nH]c2ccccc12	0.1%	-1%	i	1.9	-5%	-8%	1.1	-27%	-1.7%	6%
CCOc1ccccc1OCCn1nnc2ccccc21	.	15%	i	0.9	14%	-3%	1.1	-1%	2.5%	-5%
CCOC(=O)N1CCC(Nc2c(NCCCN3CCN(C4CCCCC4)CC3)c(=O)c2=O)CC1	1.8%	-4%	i	0.3	12%	-1%	1.1	-9%	-5.9%	5%
Cc1cc(C)c(C#N)c(SCc2ccc(F)cc2)n1	-0.4%	13%	i	0.1	9%	-7%	1	3%	1.7%	2%
O=C(c1cc(-c2ccncc2)nc2ccccc12)N1CCN(S(=O)(=O)/C=C/c2ccccc2)CC1	-1.8%	0%	i	0.3	-4%	-6%	1	-6%	-0.1%	1%
COc1ccc(CCNC(=O)C2CC(=O)N(c3ccc(Br)cc3)C2)cc1OC (stereo not drawn)	1.6%	-1%	i	0.2	0%	-5%	1.1	3%	-30%	-4%
CN(c1ccc(C(=O)N2CCc3ccccc3C2)cc1)S(C)(=O)=O	0.3%	0%	i	0.3	11%	-6%	1	-3%	0.2%	-7%
Cc1ccc(C(C(=O)NC2CCCCC2)N(C(=O)Cc2c[nH]c3ccccc23)c2ccccc2C)o1 (stereo not drawn)	-2.6%	8%	i	0.4	7%	-4%	1.2	6%	-1.6%	0%

Screens deposited in PubChem by several laboratories.
